Screening data as filed in PubChem BioAssay.
Pf growth 48h – Primary qHTS for delayed death inhibitors of the malarial parasite plastid, 48 hour incubation. P. falciparum luciferase growth in erythrocytes, 48 h. Potency, µM (top dose mostly 28.7 µM), for the others: at the top dose activity change, negative = inhibition, usual class: inhibitors. 310,000 tested, 5.9% active. AID 504832, 2011; note: potency is the fitted concentration of half-maximal effect; % is set by controls: 0 for no effect and ±100 for the full control effect
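A one-generation exposure of luciferase-tagged malaria parasites in RPMI 1640/Albumax erythrocyte culture, 37 C and 5% CO2. Inhibition is inferred from decreased luminescence after adding detection reagent.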
Pf growth 96h – Primary qHTS for delayed death inhibitors of the malarial parasite plastid, 96 hour incubation. P. falciparum luciferase reporter growth, 96 h. Potency, µM (highest dose often 28.7 µM), inactives show top-dose activity change, negative = inhibition, most hits filed as inhibitors. 320,000 tested, 6.9% active; note: potency is the fitted concentration of half-maximal effect; % is set by controls: 0 for no effect and ±100 for the full control effect
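Infected RBCs, 2% Hct / 0.05% parasitemia final; luciferase-reporter P. falciparum; cpd 96 h, 37 C, 5% CO2; luciferase detection reagent; luminescence.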
Cycloheximide cs – Cycloheximide Counterscreen for Small Molecule Inhibitors of Shiga Toxin; cell reporter, cycloheximide protein synthesis inhibition counterscreen; AID 2314, 2010; 300,000 tested, 12% active; max response, %; in the data active = max response mostly above about 13%, no sharp cut-off; inactive = mostly below about 14%; note: read at 38.3 µM for the half of the compounds with a filed dose; 0% is about no effect
Shiga inhibitor – A qHTS for Small Molecule Inhibitors of Shiga Toxin; AID 2315, 2010; inhibition, % at 38.7 µM; Vero cells, Shiga toxin protein synthesis inhibition reporter; 290,000 tested, 9.2% active; in the data active = inhibition mostly above about 28%, no sharp cut-off; inactive = mostly below about 43%; note: 0% is about no effect
TbPYK inhibitor – qHTS of Trypanosoma Brucei Inhibitors; pyruvate kinase (Trypanosoma brucei), Q57TT1; TbPYK enzyme, Kinase-Glo Plus ATP luminescence, 45 min; Potency, µM (series often up to 76.8 µM), for inactives: at the top dose activity, negative = inhibition, hits mostly inhibitors; 410,000 tested, 0.12% active; AID 624173, 2012; note: potency is the fitted concentration of half-maximal effect; % is set by controls: 0 for no effect and ±100 for the full control effect; nearly all actives have a fitted effect of over 50% in size
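Enzyme and substrate buffer are dispensed first and compound is pin-transferred. ADP at 130 uM final then starts the reaction, which runs 45 min at room temperature. Detection reagent is added for 10 min before luminescence is imaged.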
LmPK inhibitor – qHTS Assay for Inhibitors of Leishmania Mexicana Pyruvate Kinase (LmPK). Q27686. purified LmPK, Kinase-Glo ATP luminescence, 1 h. Potency, µM (series often up to 57.5 µM), without a hit: at the top dose activity change, negative = inhibition, actives largely listed as inhibitors. 290,000 tested, 0.37% active. AID 1721, 2009; note: potency is the fitted concentration of half-maximal effect; % is set by controls: 0 for no effect and ±100 for the full control effect
Target sequence (Q27686 whole entry, looked up): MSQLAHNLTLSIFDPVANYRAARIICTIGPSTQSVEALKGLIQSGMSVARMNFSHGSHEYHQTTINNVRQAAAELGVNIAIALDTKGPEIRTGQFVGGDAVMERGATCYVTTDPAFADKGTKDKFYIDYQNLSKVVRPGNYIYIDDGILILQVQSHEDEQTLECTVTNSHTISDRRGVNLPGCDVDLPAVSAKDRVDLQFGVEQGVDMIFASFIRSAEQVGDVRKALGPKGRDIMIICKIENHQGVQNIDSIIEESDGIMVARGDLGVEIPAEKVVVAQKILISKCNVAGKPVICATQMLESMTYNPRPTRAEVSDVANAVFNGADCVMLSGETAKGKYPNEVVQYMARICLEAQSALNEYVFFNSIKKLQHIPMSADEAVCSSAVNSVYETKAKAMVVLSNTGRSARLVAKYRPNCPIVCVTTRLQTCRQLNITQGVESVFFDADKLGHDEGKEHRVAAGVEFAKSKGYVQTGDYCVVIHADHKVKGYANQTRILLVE
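Screened at intermediate enzyme activity to detect both inhibitors and activators: LmPK at 0.1 nM, with a 0.5 nM enzyme column as activation reference. PEP 0.5 mM, ADP 0.1 mM; ATP detected by luminescence after 1 h.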
HCV inhibitor – qHTS Assay for Inhibitors of Hepatitis C Virus (HCV); 340,000 tested, 3.4% active; AID 651820, 2012; Huh7.5.1 HCVcc-Cre infection, luciferase reporter, 44 h; Potency, µM (top dose mostly 41.8 µM), inactives show at the top dose activity change, negative = inhibition, most hits filed as inhibitors; note: potency is the fitted concentration of half-maximal effect; % is set by controls: 0 for no effect and ±100 for the full control effect
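After 44 h co-culture of compound, cells and HCVcc-Cre (~0.5 moi), substrate is added for 15 min at room temperature and luciferase measured over 15 sec. Cells were seeded at 1,000/well and pre-cultured 4 h.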
Starred values were filed as active, the others as inactive; i = inactive; ? = inconclusive; / = not tested or not shown; & = joins results of further samples; [ ] = another dose, or the depositor's remark. Unless noted, calls come from the whole dose curve; as a rule, active = well fitted curve in the direction sought with a large enough effect; inconclusive = small, poorly fitted or top-dose-only effect, or another doubt; inactive = no such curve, though single readings can be large; an effect the other way counts as inactive or inconclusive. Hits appear at their usual frequency (roughly 24% active in at least one column).

SMILES	Pf growth 48h	Pf growth 96h	Cycloheximide cs	Shiga inhibitor	TbPYK inhibitor	LmPK inhibitor	HCV inhibitor
Cc1nn(-c2ccccc2)c(Cl)c1CN(C(=O)CCl)c1cccc2ccccc12	3.7µM*	?	12*	-5	1%	-2%	?
COc1ccc(Cl)cc1-c1n[nH]c(=S)o1	-11%	5%	12	12	?	1%	5%
CC1(C)Oc2ccc3ccc(=O)oc3c2/C(=C/Nc2cccc(O)c2)C1=O	13µM*	81%[activator]	1	-17	-6%	5%	?
CC(=O)Nc1ccc(S(=O)(=O)NCc2ccc(C(=O)NC(C)c3ccccc3)cc2)cc1 (configuration not stated)	-12%	/	-2	-9	-1%	-1%	?
CCCS(=O)(=O)N1CCN(C(=O)COc2ccccc2)CC1	/	2%	6	8	-2%	-9%	12%
O=C(NCc1ccco1)C(c1ccco1)N(CCc1ccccc1)C(=O)Cn1nnc2ccccc21 (configuration not stated)	?	2.3µM*	7	18	?	7%	-10%
Clc1ccccc1-c1nnc(-c2cccs2)o1	i	147%[activator]	41*	89*	-1%	4%	-2%
Cc1ccc2c(c1)N(CCC(=O)NCCCN1CCCC1)C(=O)CO2	19%	?	-9	-4	3%	2%	1%
CCOc1cc(C)c(S(=O)(=O)NC2CC(C)(C)NC(C)(C)C2)cc1C	?	?	-2	18	?	-6%	-14%
COc1ccc(NC(=O)CN2C(=O)COc3ccc(C)cc32)c(OC)c1	-21%	-29%	1	/	2%	-3%	-4%
COc1ccc(C(=O)C(CCCCC(CN(C)C)C(=O)c2ccc(OC)cc2)CN(C)C)cc1 (configuration not stated)	10µM*	9.3µM*	7	8	5%	-4%	3.5µM*
Cc1ccc(CNC(=O)C2CCCN2C(=O)NCc2ccccc2)cc1 (configuration not stated)	-9%	?	-5	-16	-10%	0%	17%
COc1ccc(CC(=O)OCc2nnc(-c3ccccc3)o2)cc1	?	7%	11	26	-2%	6%	22%
COc1ccc(CCN(C)C(=O)C2CC(=O)N(Cc3ccc(C)cc3)C2)cc1OC (configuration not stated)	?	?	/	/	-3%	/	7%
COc1ccccc1N1CCN(CCN2C(=O)C3CCCN3C2=O)CC1 (configuration not stated)	20%	?	-2	/	5%	16%	9%
COCCN(C(=O)c1ccco1)c1nnc(-c2ccc(F)cc2)s1	46%[activator]	284%[activator]	23*	44	-3%	-3%	?
COc1ccccc1CCC(=O)N(CCC1=CCCCC1)c1c(N)n(Cc2ccccc2)c(=O)[nH]c1=O	?	?	/	/	3%	/	-6%
Cc1cc(NS(=O)(=O)c2ccc(NC(=O)c3c(F)c(F)c(F)c(F)c3F)cc2)nc(C)n1	-15%	?	-2	-19	4%	4%	12%
O=C(c1ccc(CN2CCc3ccccc3C2)cc1)N1CCc2ccccc2C1	27%	2%	-2	-23	-6%	2%	15%
COc1cccc(NC(=O)CCNS(=O)(=O)c2ccc(Br)s2)c1	-10%	?	-6	-8	3%&0%	3%	-9%
Cc1cc(C(=O)NC(C)CCc2ccccc2)ccc1[N+](=O)[O-] (configuration not stated)	20%	-12%	18*	/	0%	0%	-11%
CCOCc1c(C(=O)N2CCN(CCOc3ccc(Cl)cc3)CC2)oc2ccccc12	?	-21%	/	/	-2%	/	5.6µM*
O=C(CN1C(=O)NC2(CCCC2)C1=O)N1CCN(C(=O)c2ccco2)CC1	22%	1%	-2	15	-2%	1%	/
O=C(O)c1ccc(NC(=O)N2C[C@H]3C[C@@H](C2)c2cccc(=O)n2C3)cc1	3%	?	-3	-8	0%	-9%	10%
CNCC(=O)Nc1ccc(Cl)c(C(F)(F)F)c1	11%	11%	-5	-13	0%	-13%	-9%
CN(CC(=O)Nc1ccccc1C(F)(F)F)C(=O)CSc1nnnn1C	21%	19%	-3	-6	0%	-6%	9%
Cc1ccc(S(=O)(=O)Nc2nc3ccccc3nc2NCC2CCCO2)cc1C (configuration not stated)	2%	11%	-3	-4	-6%	5%	9%
CCN(CC)c1ccc(/C=C2\NC(=O)NC2=O)cc1	12%	66%[activator]	14	24	-5%	2%	-12%
O=C(COC(=O)c1cccc(NS(=O)(=O)c2ccc(F)c(F)c2)c1)NC(=O)NC1CCCCC1	18%	20%	10	11	-3%	-1%	7%
CS(=O)(=O)N(CC(=O)N1CCOCC1)c1cc(C(F)(F)F)ccc1Cl	5%	140%[activator]	-2	-12	-1%	-7%	12%

Profiles, quoted from the list:
Shown for `Cc1cc(C(=O)NC(C)CCc2ccccc2)ccc1[N+](=O)[O-]` (configuration not stated) = Pf growth 48h: 20%; Pf growth 96h: -12%; Cycloheximide cs: 18*; Shiga inhibitor: /; TbPYK inhibitor: 0%; LmPK inhibitor: 0%; HCV inhibitor: -11%
Shown for `CN(CC(=O)Nc1ccccc1C(F)(F)F)C(=O)CSc1nnnn1C` = Pf growth 48h: 21%; Pf growth 96h: 19%; Cycloheximide cs: -3; Shiga inhibitor: -6; TbPYK inhibitor: 0%; LmPK inhibitor: -6%; HCV inhibitor: 9%
Shown for `O=C(CN1C(=O)NC2(CCCC2)C1=O)N1CCN(C(=O)c2ccco2)CC1` = Pf growth 48h: 22%; Pf growth 96h: 1%; Cycloheximide cs: -2; Shiga inhibitor: 15; TbPYK inhibitor: -2%; LmPK inhibitor: 1%; HCV inhibitor: /

(cont.)
SMILES	Pf growth 48h	Pf growth 96h	Cycloheximide cs	Shiga inhibitor	TbPYK inhibitor	LmPK inhibitor	HCV inhibitor
Nc1ccccc1C(=O)OCC(=O)Nc1ccc(Br)cc1F	50%[activator]	39%[activator]	21*	93	-7%	0%	2%
CCn1c(=O)n(CC(=O)NC2CCCC(C)C2C)c(=O)c2ccccc21 (configuration not stated)	3%	-31%	3	21	8%	-1%	-2%
N#Cc1ccccc1OCc1nnc(-c2ccccc2Br)o1	39%[activator]	3%	48*	103*	7%	-5%	-30%
COc1ccc(-c2cc(C(=O)Nc3cc(Cl)ccc3O)no2)cc1	?	?	38*	70*	-2%	-1%	-4%
COc1ccccc1CN1CC(C(=O)NCc2ccc(SC)cc2)CCC1=O (configuration not stated)	-2%	?	9	-4	-6%	-1%	-17%
COc1ccc(S(=O)(=O)N2CCN(C)CC2)cc1NC(=O)c1ccccc1C	-14%	-11%	-5	-9	-2%	-4%	20%
CCC(=O)Nc1ccc2c(c1)nc(CCN1CCN(C)CC1)n2C	8%	-1%	-4	-19	-4%	-2%	9%
Cc1ccc(S(=O)(=O)N(CC(=O)Nc2ccc(Cl)cc2)C(=O)N2CCN(C)CC2)cc1	10%	3%	/	/	4%	/	6%
COc1ccc(C(=O)NCCS(=O)(=O)N(C)Cc2ccccc2)cc1	-11%	2%	/	/	-2%	/	10%
COc1ccccc1CN1CCN(Cc2nc(-c3ccccc3)no2)CC1	0%	-4%	35*	99*	-9%	4%	-5%
O=S(=O)(c1cc(Cl)c(Cl)cc1Cl)N1CCN2CCCC2C1 (configuration not stated)	-6%	-22%	-6	-11	-1%	-1%	-18%
O=C(N[C@@H](Cc1ccccc1)C(=O)OCc1ccccc1)c1nc[nH]c1C(=O)N1CCc2ccccc2C1	?	39%[activator]	18*	16	-4%	4%	18%[8.37 µM]
Cc1ccc(NC(=O)CCCCCN2C(=O)[C@@H]3Cc4ccccc4CN3C2=O)c(C)c1	?	?	-3	-3	-1%	4%	?
C#CCNC(=O)C1=C[C@H](c2coc3ccccc3c2=O)[C@@H](CCCO)[C@H](OCC)O1	4%	-16%	1	-4	4%	-3%	17%
CNc1cc(N2CCCC2)ccc1[N+](=O)[O-]	25%	-2%	8	-5	1%	-2%	25µM*
O=C1CNC(=S)N1CCc1ccc(O)c(O)c1	?	-27%	10	9	-20%	4%	-11%
Cc1cc(C(=O)COC(=O)c2ccc[nH]c2=O)c(C)n1-c1ccc(F)cc1	126%[activator]	97%[activator]	39*	76*	-5%	-2%	-6%
Clc1ccc(-c2cc(-c3nnc4n3CCCCC4)c3ccccc3n2)cc1	7%	-15%	-2	0	-5%	0%	11%
COC(=O)c1cccc(-n2c(CCC(=O)O)ccc2-c2cccs2)c1	-2%	25%	19*	49*	-19%&-33%	6%	11%
CCCCNC(=S)NNC(=O)c1cc(-c2cccnc2)nc2ccccc12	-12%	?	-3	13	-3%	-11%	7%
O=C(NNC(=O)C12CC3CC(CC(C3)C1)C2)c1cnccn1	?	?	-1	-19	-9%	-7%	-18%
c1ccc(-c2nc(NCCCn3ccnc3)c3ccccc3n2)cc1	3.7µM*	8.3µM*	-4	12	0%	-1%	?
Cc1onc(-c2ccccc2)c1C(=O)Nc1sc2c(c1C#N)CCC(C)C2 (configuration not stated)	2%	?	1	-10	-9%	4%	-6%
N#CC(=NCc1cccnc1)C1=C(O)c2ccccc2C1=O	-7%	?	2	-12	0%	-1%	20%
COCCNC(=S)N/N=C(\C)c1ccc(-n2ccnc2)cc1	?	?	-2	-9	25%	-2%	?
COc1ccc(C(=O)/C=C/c2ccc(OC)c(COc3ccccc3F)c2)cc1	?	?	3	-11	13%	3%	-29%
CCN(CCn1cccn1)C(=O)c1cc(COc2cc(C)ccc2C)on1	-6%	?	62*	168*	6%	-3%	/
CC(C)Oc1ccccc1-c1cc(C(=O)N/N=C/c2cccnc2)c2ccccc2n1	-9%	?	8	-13	-2%	-2%	-2%
Cc1ccc(Cc2nc(-c3cccc(C)c3)no2)cc1	78%[activator]	?	32*	48*	6%	-5%	0%
COc1ccc([N+](=O)[O-])cc1NC(=O)COC(C)=O	-20%	36%[activator]	-3	16	-2%	0%	-17%
Cc1cccc(NC(=O)C2Cc3ccccc3CN2C(=O)OCc2ccccc2)c1C (configuration not stated)	?	-9%	-1	-15	-10%	0%	-19%
COc1ccc(-c2nnn(CC#N)n2)cc1OC	13%	/	-2	-12	-7%	-6%	7%
Cc1cccc(C)c1N1CCN(C(=O)N2CCCCC2)CC1	?	74%[activator]	-3	6	2%	0%	11%
COc1ccccc1C(=O)Nc1ccc(C(=O)/C=C/c2cccs2)cc1	0%	?	18*	22	1%	4%	?
CCCc1cc(=O)oc2c(C)c(OCC(=O)c3ccc(N4CCCC4)cc3)ccc12	?	?	-3	-5	1%	5%	9%
COc1ccc(Cc2nn3c(-c4ccccc4OC)nnc3s2)cc1	9.3µM*	?	-2	-2	-10%	-4%	5%
Oc1ccc(-c2csc(-c3ccccc3)n2)cc1O	105%[activator]	-28%	33*	71*	-28%	-6%	4.5µM*
Cc1cc2oc(=O)cc(CN3CCN(Cc4ccc5c(c4)OCO5)CC3)c2cc1C	-9%	?	-3	-6	-2%	8%	-23%&15%
CCOc1ccc(C(=O)NC(C(=O)NCC2CCCO2)C(C)C)cc1 (configuration not stated)	-8%	3%	-1	-7	-2%	0%	0%
COc1ccc(NC(=O)c2ccccc2NS(=O)(=O)c2ccc(C)cc2)c([N+](=O)[O-])c1	-6%	1%	-2	11	1%	-1%	-3%
COc1ccccc1C(=O)Nc1cccnc1	13%	-15%	-1	46	9%	-10%	-2%
